Compound activity (PubChem BioAssay)
TDP1 cell noCPT: qHTS for Inhibitors of human tyrosyl-DNA phosphodiesterase 1 (TDP1): qHTS in cells in absence of CPT | DT40 Tdp1-/- hTDP1 cells, no CPT, ATP luminescence, 48 h | Potency, µM (highest dose often 46.2 µM), for inactives: top-dose activity change, negative = growth inhibition, hits mostly inhibitors | 15% of 420,000 active | AID 686978, 2013; also: nearly all actives have a fitted effect of over 55% in size
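Camptothecin absent (DMSO only). Human TDP1-complemented DT40 knockout cells, 400 cells/well, 37 °C for minimum 48 hr; ATP measured via CellTiter-Glo, 30 min dark incubation, luminescence.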
TDP1 block: inhibitors of human tyrosyl-DNA phosphodiesterase TDP1. recombinant TDP1, AlphaScreen DNA substrate cleavage. Potency, µM (highest dose often 130 µM), without a hit: at the top dose activity change, negative = inhibition, usual class: inhibitors. 0.28% of 350,000 active. AID 485290; also: nearly all actives have a fitted effect of over 40% in size
Target sequence (Q9NUW8 whole entry, looked up): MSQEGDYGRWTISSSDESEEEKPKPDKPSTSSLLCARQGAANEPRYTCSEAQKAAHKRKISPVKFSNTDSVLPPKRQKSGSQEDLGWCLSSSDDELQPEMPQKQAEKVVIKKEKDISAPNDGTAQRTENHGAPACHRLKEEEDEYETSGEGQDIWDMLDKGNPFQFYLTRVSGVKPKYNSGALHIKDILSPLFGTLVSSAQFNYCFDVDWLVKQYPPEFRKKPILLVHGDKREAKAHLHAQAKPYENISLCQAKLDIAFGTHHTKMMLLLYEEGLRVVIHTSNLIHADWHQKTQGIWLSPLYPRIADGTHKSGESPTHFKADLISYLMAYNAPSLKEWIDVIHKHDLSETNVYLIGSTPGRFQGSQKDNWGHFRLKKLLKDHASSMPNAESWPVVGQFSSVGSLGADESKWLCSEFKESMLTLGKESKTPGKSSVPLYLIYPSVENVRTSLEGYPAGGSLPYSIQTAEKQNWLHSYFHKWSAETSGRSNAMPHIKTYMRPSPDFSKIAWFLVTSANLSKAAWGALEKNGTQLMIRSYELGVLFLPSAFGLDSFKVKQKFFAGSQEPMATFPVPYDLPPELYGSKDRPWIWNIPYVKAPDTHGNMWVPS
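AlphaScreen read-out: signal falls as enzyme removes the 3' tyrosine-FITC from a 5'-biotinylated DNA oligo (15 nM, 5 min, RT). Enzyme was E. coli-made recombinant Tdp1 at 1 nM, exposed to compound for 15 min beforehand; beads 10 ug/ml, 10 min.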
TDP1 cell CPT: DT40-hTDP1 cell growth loss with CPT; chicken DT40 Tdp1-/-;hTDP1 cells + 20 nM CPT, ATP luminescence, 48 h; Potency, µM (highest dose often 46.2 µM), inactives show top-dose activity change, negative = growth inhibition, actives largely listed as inhibitors; 12% of 420,000 active; also: nearly all actives have a fitted effect of over 55% in size
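Chicken DT40 Tdp1-/- cells complemented with human TDP1, 400 cells/well, exposed to compounds plus 20 nM camptothecin for at least 48 h at 37 C; viability read as ATP content by CellTiter-Glo luminescence.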
The depositor's hits bear a star; ? = inconclusive; nt = no result given; & = joins results of further samples; [ ] = another dose, or the depositor's remark. Calls follow the shape of the dose curve; as a rule, active = well fitted curve in the direction sought with a large enough effect; inconclusive = small, poorly fitted or top-dose-only effect, or another doubt; inactive = no such curve, though single readings can be large; an effect the other way counts as inactive or inconclusive. % is scaled to controls: 0 for no effect and ±100 for the full control effect; potency is read from the fitted curve at half-maximal effect.

Molecule	TDP1 cell noCPT	TDP1 block	TDP1 cell CPT
CCN(C(=O)COC(=O)/C(C#N)=C/c1cc(C)n(CCOC)c1C)c1c(N)n(Cc2ccccc2)c(=O)[nH]c1=O	-11%	nt	-3%
CC(C)(C)n1ncc(Oc2ccccc2[N+](=O)[O-])c(Cl)c1=O	23µM*	3%	?
O=C(NCc1cccc(Cl)c1)NCc1cccc(Cl)c1	-5%	3%	-6%
O=C(O)c1ccccc1-c1cccc2nncn12	-8%	nt	-18%
CCc1cccc(CC)c1NC(=S)N1CCn2cccc2C1c1ccncc1 (stereo not given)	13%	1%	7%
CN1CCN(C(=O)Nc2ccccc2)CC1	-1%	-5%	2%
COc1ccccc1CNC(=O)Cn1nnc(-c2ccncc2)n1	-10%	4%	0%
CCOc1ccccc1N1CCN(CC(=O)Nc2cc(C)on2)CC1	-13%	0%	21%
C=CCn1c(=N)n(CC(=O)OC)c2ccccc21	-2%	3%	2%
O=C(Nc1cccc(-n2cnnn2)c1)c1ccc(OC(F)(F)F)cc1	1%	1%	-19%
O=C(NNC(=S)Nc1ccc(Cl)cc1)c1ccccc1OC(F)F	23µM*	5%	?
CO/N=C/c1c(-c2ccccc2)nn(C)c1Cl	-30%	3%	-4%
Cc1ccccc1OCCC(=O)NCCc1ccc(S(N)(=O)=O)cc1	9%	2%	-1%
CC1=C(C(=O)OC2CCCCC2)C(c2ccccc2F)NC(=O)N1 (stereo not given)	-20%	nt	0%
CC(C)c1nnc(NC(=O)CCC(=O)N2CCN(Cc3ccc(F)cc3)CC2)s1	-15%	2%	?
OCCc1ccccc1	18%&12%	15%	16%&2%
CCc1cc(=O)oc2cc(C)cc(OC(C)C(=O)NCc3cccnc3)c12 (stereo not given)	18%	1%	-2%
CC(=O)NCCNc1nc2c(-c3cccc(C(F)(F)F)c3)nnn2c2ccccc12	-11%	nt	0%
CCCn1cc(S(=O)(=O)c2ccc(C)cc2)c(=O)c2cc(OCC)ccc21	?	3%	-18%
CC(C)OCCCn1c(SCc2ccccc2C#N)nc2c(sc3ccccc32)c1=O	-1%	-5%	9%

Part of the list above, limited to TDP1 block and TDP1 cell CPT:
| structure | TDP1 block | TDP1 cell CPT |
| --- | --- | --- |
| CC(C)c1nnc(NC(=O)CCC(=O)N2CCN(Cc3ccc(F)cc3)CC2)s1 | 2% | ? |
| OCCc1ccccc1 | 15% | 16%&2% |

More entries:
Molecule	TDP1 cell noCPT	TDP1 block	TDP1 cell CPT
O=S1(=O)c2ccccc2N=NN1Cc1ccc(Cl)cc1	?	-3%	-25%
COc1cc(/C=C2/C(=O)NN(c3ccc(C)c(Cl)c3)C2=O)cc([N+](=O)[O-])c1O	0%	nt	-9%
CCNC(=O)COc1cccc2ccccc12	-22%	-2%	-2%
Cc1ccc(N2CC(C(=O)OCC(=O)Nc3ccccc3F)CC2=O)cc1 (stereo not given)	8%	5%	0%
S=C(NCC1CCCO1)N1CCN(c2ccccc2)CC1 (stereo not given)	-6%	8%	1%
c1ccc(-n2ncc3c(NC4CCCCCC4)ncnc32)cc1	?	nt	?
Cc1ccc2nc(/C(C#N)=C/c3cccc(Br)c3)[nH]c2c1	16µM*	nt	15µM*
Cc1ccc(SCCC(=O)Nc2c(C)n(C)n(-c3ccccc3)c2=O)cc1	-1%	2%	-3%
COc1ccc(C(=O)N2CCC(C(=O)N3CCN(Cc4ccccc4)CC3)CC2)cc1	-5%	3%	13%
O=C(CCn1cnc2onc(-c3ccc(F)cc3)c2c1=O)Nc1ccc(F)c(Cl)c1	15µM*	-1%	13µM*
COc1ccccc1C(=O)CC(=O)C(=O)Nc1cccc([N+](=O)[O-])c1C	12µM*	nt	16µM*
O=C(NCc1ccccc1)C(c1ccco1)N(C(=O)c1csnn1)c1ccccc1F (stereo not given)	?	0%	-13%
CCOc1ccc(CNC(=O)c2cnc3sc(N(CC)CC)nn3c2=O)cc1OC	?	7%	-27%
CCc1nc2c(OCC3CCCCC3)cccn2c1N(C=O)Cc1ccc(OC)cc1	21µM*	nt	21µM*
COC(=O)Cn1c(CCS(=O)(=O)c2ccc(Cl)cc2)nc2ccccc21	?	9%	-7%
C[C@H](O)[C@@H]1CN2CCc3c([nH]c4ccc(-c5ccc6c(c5)OCO6)cc34)[C@@H]2C[C@@H]1N(C)C(=O)Nc1cc(Cl)cc(Cl)c1	3.3µM*	nt	4.1µM*
Cc1ccc(C(=O)/C=C/c2cn(CN3CCN(C)CC3)c3ccccc23)cc1	?	6%	-22%
COCCn1ccc2c(OCC(=O)NCc3ccccc3)cccc2c1=O	4%	0%	10%
COc1ccc(CNCc2cc(OC)ccc2OC)cc1	?	nt	?
O=C(CSc1nc2ccccc2nc1N1CCCC1)Nc1ccc(F)cc1	?	nt	?
COc1cc(C(=O)N2CCN(C/C=C/c3ccccc3)CC2)cc(OC)c1OC	-27%	2%	8%
CCOC(=O)c1nnn(-c2ccc([N+](=O)[O-])cc2[N+](=O)[O-])c1C	12µM*	-4%	12µM*
CSCCC(NS(=O)(=O)c1ccc(Cl)cc1)C(=O)OCC(=O)NC1CCCCC1 (stereo not given)	-13%	-2%	-10%
CCNC(=S)N(CCc1c(C)[nH]c2ccc(Cl)cc12)Cc1ccco1	?	7%	?
CCOC(=O)c1ccc(NC2=CC(c3ccc(F)cc3)N(c3ccc(C(=O)OCC)cc3)C2=O)cc1 (stereo not given)	18µM*	5%	16µM*
CC(C)(C)OC(=O)CNC(=O)c1[nH]cnc1C(=O)NC(c1ccccc1)c1ccccc1	?	nt	23µM*
CCN(CC)C(=O)OCc1c(-c2ccccc2)ncc2ccccc12	23µM*	3%	?
COc1cc(NC(=O)CCc2nnc3ccc(N4CCCC4)nn23)cc(OC)c1OC	0%	1%	-21%
COc1ccccc1N1CCN(C(=O)C(C)N(c2ccccc2)S(C)(=O)=O)CC1 (stereo not given)	-15%	2%	-5%
Cc1nccn1-c1c2c(c(C#N)c3nc4ccccc4n13)CCC2	-22%	10%	1%

6 consecutive records already listed, for reference:
Molecule	TDP1 cell noCPT	TDP1 block	TDP1 cell CPT
CCOC(=O)c1ccc(NC2=CC(c3ccc(F)cc3)N(c3ccc(C(=O)OCC)cc3)C2=O)cc1 (stereo not given)	18µM*	5%	16µM*
CC(C)(C)OC(=O)CNC(=O)c1[nH]cnc1C(=O)NC(c1ccccc1)c1ccccc1	?	nt	23µM*
CCN(CC)C(=O)OCc1c(-c2ccccc2)ncc2ccccc12	23µM*	3%	?
COc1cc(NC(=O)CCc2nnc3ccc(N4CCCC4)nn23)cc(OC)c1OC	0%	1%	-21%
COc1ccccc1N1CCN(C(=O)C(C)N(c2ccccc2)S(C)(=O)=O)CC1 (stereo not given)	-15%	2%	-5%
Cc1nccn1-c1c2c(c(C#N)c3nc4ccccc4n13)CCC2	-22%	10%	1%

Other compounds.
Molecule	TDP1 cell noCPT	TDP1 block	TDP1 cell CPT
Cc1nn(CC(=O)NCCc2ccccc2)c(=O)c2nn(-c3ccccc3)c(C)c12	-21%	4%	-9%
O=C(NC1CCCCCCC1)NC1CCCCC1	?	2%	0%
Cc1cc(C)cc(OCc2ccc(C(=O)O)o2)c1	1%	9%	-3%
O=C1C(=O)N(CC2CCCO2)C(c2ccccc2[N+](=O)[O-])/C1=C(/O)c1ccccc1 (stereo not given)	3%	0%	6%
Cc1cc(C)nc(SC2CCCCC2NS(=O)(=O)c2ccc(Cl)cc2)n1 (stereo not given)	?	3%	?
COc1ccc(S(=O)(=O)N2CCC(C(=O)Nc3cc(C(F)(F)F)ccc3Cl)CC2)cc1	16µM*	nt	?
Nc1nc2ncn(COCCO)c2c(=O)[nH]1	-4%	nt	18%
CCN(CC)c1nc2ccccc2n2cnnc12	-25%	4%	-21%
O=C(Nc1noc2ccccc12)c1cccc(F)c1	-12%	2%	?
O=C(Cn1c(=O)c2cccn2c2ccc(F)cc21)N1CCN(c2ccccc2)CC1	-15%	3%	-12%
CCOC(=O)C1C(=O)NC(c2ccccc2)=NC1c1ccc(F)cc1 (stereo not given)	3%	3%	12%
COc1ccccc1NC(=O)CN1CCN(CC(=O)Nc2ccccc2Cl)CC1	-20%	nt	25%
Cc1ccc(Nc2nc(CSc3nnnn3-c3ccccc3)cc(=O)[nH]2)cc1	18µM*	14%	23µM*
CCN(C(=O)COC(=O)CCCc1nc2ccccc2s1)c1c(N)n(Cc2ccccc2)c(=O)[nH]c1=O	?	nt	?
CN(Cc1ccc(Cl)cc1)C(c1cc2ccccc2o1)c1nnnn1C(C)(C)C (stereo not given)	?	nt	?
COc1ccc(Nc2c3c(nc4ccccc24)CCCC3)cc1OC	?	9%	?
CCN(CC(=O)Nc1c(F)cccc1F)C(=O)CCC(=O)c1ccc(F)cc1	8%	0%	-2%
CCc1nc2ccccc2c(C(=O)OCC(=O)NCc2ccc3c(c2)OCO3)c1C	18µM*	3%	?
C#Cc1ccc(C(=O)Nc2cc(C(N)=O)ccc2N2CCOCC2)cc1	-17%	-3%	?
C/C(=N\NC(=O)C(=O)Nc1c(C)n(C)n(-c2ccccc2)c1=O)c1ccncc1	3%	nt	1%
COc1cc(Cl)c(C)cc1NC(=O)CSc1cc(-c2ccccc2)nc(C)n1	-17%	-2%	-20%
CCOC(=O)N1CCC(NC(=O)C2CCN(Cc3nc(-c4ccc(CC)cc4)oc3C)CC2)CC1	?	nt	?
C=CCNC(=O)C1=NN(c2c(F)c(F)cc(F)c2F)C(=O)CC1	-21%	nt	2%
O=C(COC(=O)CNC(=O)C1CCCCC1)Nc1ccc(F)c([N+](=O)[O-])c1	?	0%	-18%
COc1ccc(C2/C(=C(/O)c3ccccc3)C(=O)C(=O)N2c2ccccn2)cc1OC (stereo not given)	-1%	3%	8%
COc1ccc(N(CN2C(=O)c3ccccc3C2=O)C(=O)C(C)C)cc1	-17%	2%	-27%
CN(C)c1ccc(NC(=S)c2ccc3ccccc3n2)cc1	?	12%	?
Cc1cn(C2CCC(CO)O2)c(=O)[nH]c1=O (stereo not given)	23%&8%	14%[56.1 µM]	-18%&8%
O=P(O)(O)c1cc(-c2ccccc2)oc1-c1ccccc1	4%	1%	16%
Cc1cc(N(C)C)ccc1N=Nc1ccc2ncccc2c1	?	14%	?
CCOCCCn1c(SCC(=O)NCCCOC)nc2c(sc3ccccc32)c1=O	-18%	-1%	-8%
COc1cc(NC(=S)NCCCN2CCOCC2)c(OC)cc1Cl	-9%	3%	0%
O=S(NCc1ccccc1)C12CC3CC(CC(C3)C1)C2 (stereo not given)	-1%	7%	-11%
O=C(Cn1cc(C(=O)C(F)(F)F)c2cc(Br)ccc21)N1CCOCC1	?	-7%	-18%
Cc1ccc(C(=O)NCC(C)NC(=O)c2ccc(C)c([N+](=O)[O-])c2)cc1[N+](=O)[O-] (stereo not given)	15µM*	nt	?
COc1ccc(CNC(=O)COc2ccc(OC)cc2)cc1	6%	nt	-4%
COc1ccc(C2CC(c3ccccc3Cl)Nc3ncnn32)cc1OC (stereo not given)	?	8%	-28%
COc1cc(/C=N/Nc2ccc([N+](=O)[O-])cn2)cc(OC)c1O	?	nt	1%
Cc1nc2ccccc2c2c1C(=O)N(c1cccc(C(=O)O)c1)C2=O	9%	8%	0%
CCc1ccccc1NC(=O)CSC1=Nc2ccccc2C2=NC(Cc3ccccc3)C(=O)N12 (stereo not given)	?	-6%	16µM*
CCNC(=O)Cn1nc(C)n2c(cc3c(OC)cccc32)c1=O	-15%	1%	7%
O=C(CN1C(=O)NC2(CCCCCC2)C1=O)NC1CC1	0%	-2%	-13%
CCN(CC)c1ccc(C(=O)OCC(=O)N(C)Cc2ccccc2)cc1	?	5%	-2%
C/C(=N\NC(=O)C(C)Sc1ccccc1)c1ccc([N+](=O)[O-])cc1 (stereo not given)	4.1µM*	nt	?
O=C(CCN1C(=O)/C(=C/c2ccccc2F)SC1=S)NC1C=CS(=O)(=O)C1 (stereo not given)	?	2%	-7%
Cc1ccc(NC(=O)c2ccc3c(c2)OCCO3)cc1	-29%	2%	-4%
N=C1c2ccccc2CN1NC(=O)c1cccc(S(=O)(=O)N2CCCCC2)c1	?	2%	5%
CC(=O)c1sc2nc(-c3cccs3)ccc2c1N	-16%	5%	-24%
O=C(CCNC(=O)c1ccccc1Cl)NCc1ccncc1	-24%	-5%[0.505 µM]	18%
